LGR2 inh: inhibitors of bursicon-induced LGR2 CRE-luciferase signal, primary screen, cell-based, HEK293, CRE-luciferase reporter, bursicon stimulation; inhibition, % at 9.99 µM; 380,000 tested, 0.35% active; Drosophila bursicon receptor LGR2 (rickets); bursicon-stimulated, 4 h;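 active = drop in luminescence signal, shown as inhibition above about 50% in the replicate tests, limit read from the data, passing the limit was not always enough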;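 note: agonist challenge used bursicon conditioned medium at about half maximal strength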
ERAP1 inh: human ERAP1 aminopeptidase inhibitors, primary screen, biochemical, single point, plate reader; Endoplasmic reticulum aminopeptidase 1 (Homo sapiens), Q9NZ08; recombinant ERAP1, Leu-AMC fluorescence, 60 min; inhibition, % at 10.7 µM; 340,000 tested, 0.15% active; AID 652197, 2013;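 active = mean replicate inhibition of at least 30%, or all replicates individually reaching that 30% level; inactive = mean below 30% and not every replicate reaching it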;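 note: 0% = neutral control wells and 100% = L-leucinethiol positive control wells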
Target sequence (Q9NZ08 whole entry, looked up): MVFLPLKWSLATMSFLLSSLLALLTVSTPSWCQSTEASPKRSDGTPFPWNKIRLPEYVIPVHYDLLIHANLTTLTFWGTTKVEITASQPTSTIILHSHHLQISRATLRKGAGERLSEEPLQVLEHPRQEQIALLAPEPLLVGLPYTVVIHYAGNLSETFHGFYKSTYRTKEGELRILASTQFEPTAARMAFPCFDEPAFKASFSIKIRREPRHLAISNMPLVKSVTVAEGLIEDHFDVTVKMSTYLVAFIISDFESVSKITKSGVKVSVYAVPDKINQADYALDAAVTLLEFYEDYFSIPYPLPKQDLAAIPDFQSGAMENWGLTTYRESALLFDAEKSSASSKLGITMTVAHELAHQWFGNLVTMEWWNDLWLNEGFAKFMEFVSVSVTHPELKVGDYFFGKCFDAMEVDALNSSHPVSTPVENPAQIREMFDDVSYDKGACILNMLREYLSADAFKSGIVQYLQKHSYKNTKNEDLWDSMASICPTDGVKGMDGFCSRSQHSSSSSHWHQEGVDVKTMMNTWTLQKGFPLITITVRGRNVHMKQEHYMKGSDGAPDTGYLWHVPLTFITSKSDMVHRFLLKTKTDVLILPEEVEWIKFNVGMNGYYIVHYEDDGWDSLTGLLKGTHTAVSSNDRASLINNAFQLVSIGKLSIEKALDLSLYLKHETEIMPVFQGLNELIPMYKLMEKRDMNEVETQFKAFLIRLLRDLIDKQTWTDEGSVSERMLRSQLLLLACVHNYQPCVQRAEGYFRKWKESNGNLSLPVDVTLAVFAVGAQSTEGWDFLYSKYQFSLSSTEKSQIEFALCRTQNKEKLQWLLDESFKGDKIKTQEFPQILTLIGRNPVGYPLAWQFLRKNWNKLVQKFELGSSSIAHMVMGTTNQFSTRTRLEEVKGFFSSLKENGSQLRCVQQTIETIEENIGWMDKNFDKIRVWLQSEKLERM
PglD inh: C. jejuni PglD acetyltransferase inhibitors, primary screen, biochemical, DTNB colorimetric, single point. UDP-N-acetylbacillosamine N-acetyltransferase PglD (Campylobacter jejuni). purified PglD enzyme, DTNB colorimetric CoA detection. inhibition, % at 12.5 µM. 360,000 tested, 0.098% active. AID 602405, 2012; in the data active = inhibition above about 16%, passing the limit was not always enough; note: strong numbers were not always called active
PGC1a acetyl inh: inhibitors of PGC1a acetylation signal, primary screen, cell-based, U2OS, AlphaScreen, inhibitor mode; AlphaScreen anti-acetyl-lysine; with virally co-expressed GCN5 acetyltransferase; inhibition, % at 15.6 µM; 350,000 tested, 0.17% active; AID 651687, 2012;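 active = every replicate shows inhibition of at least 40%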;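 note: 0% = neutral control wells and 100% = positive control wells; some results beyond the cut were filed as inactive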
PAX8 inh HTS: inhibitors of PAX8-driven TPO luciferase reporter, primary screen, RMG-I cells, single concentration. SteadyGlo, 24 h. 360,000 tested, 1.2% active. inhibition, % at 12.6 µM;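 active = mean replicate inhibition at least 60% with every replicate also reaching 60%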;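 note: luciferase light reporting Pax8 driven TPO promoter activity; plate controls were median of neutral control wells for no effect and mitoxantrone controls for full effect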
EWS-Fli inh: EWS/Fli-driven NR0B1 reporter inhibitors, primary screen, A673 cells, NR0B1 luciferase, luminescence, MLPCN library | inhibition, % at 12.6 µM | 350,000 tested, 0.67% active | viability-normalised;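 active = mean inhibition of at least 50% after viability correction, with every replicate also passing that limit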;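 note: firefly luciferase signal divided by Alamar Blue viability fluorescence both relative to DMSO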
S100A4 inh HTS: inhibitors of S100A4-myosin IIA peptide binding, primary screen, biochemical, fluorescence polarization, TAMRA-MyoIIA peptide | Protein S100-A4 (Homo sapiens), P26447 | inhibition, % at 10.7 µM | 360,000 tested, 0.14% active | AID 652163, 2013;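 active = mean inhibition of at least 70% across replicates, with every replicate also reaching that level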
Target sequence (P26447 whole entry, looked up): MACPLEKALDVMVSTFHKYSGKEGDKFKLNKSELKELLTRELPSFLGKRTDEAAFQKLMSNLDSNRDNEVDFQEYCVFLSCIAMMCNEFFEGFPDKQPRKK
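Material: human S100A4 monomer with TAMRA-labelled myosin IIA peptide; buffer or medium: HEPES pH 7.2 with CaCl2, KCl, NaCl, DTT, Triton; compound dosing: one concentration per compound; schedule: 5 min incubation before reading; benchmarks: neutral control DMSO, positive control TFP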
FN deposit inh: inhibitors of fibronectin matrix deposition, primary screen, AH1F cells, Alexa488-fibronectin fluorescence, plate reader; AH1F fibroblasts, overnight; inhibition, % at 12.6 µM; 350,000 tested, 0.086% active;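 active = mean inhibition across replicates of 30% or more, regardless of how many single replicates reach that level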;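 note: positive control wells lacked labelled fibronectin entirely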
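Assay system: AH1F fibroblasts / Quantity: 10000 cells per well / Medium: DMEM plus 2% serum, read in PBS / Reagent: labelled fibronectin 24 nM / Dosing: single dose, pinned / Times: 1 h cell attachment, overnight exposure to compound and label / Signal: fluorescence, ex 485 nm, em 525 nm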
Numbers without * were called inactive; · = not tested or not shown.

SMILES	LGR2 inh	ERAP1 inh	PglD inh	PGC1a acetyl inh	PAX8 inh HTS	EWS-Fli inh	S100A4 inh HTS	FN deposit inh
COc1ccc(NS(=O)(=O)c2ccc3c(c2)NC(=O)CCS3)cc1Cl	1	2	11	5	12	·	-1	0
CC1(C)Cc2c(sc(NC(=O)C(=O)N3CCCCC3)c2C(N)=O)CO1	13	3	·	1	-25	·	-2	-4
CO[C@H]1CN(C)C(=O)c2cc(NC(=O)Nc3ccccc3)ccc2OC[C@H](C)N(C(=O)Nc2c(C)noc2C)C[C@@H]1C	-10	0	3	3	-10	2	-14	6
Cc1nn(-c2ccccc2)c(C)c1NC(=O)COc1ccc(C#N)cc1	17	0	0	4	14	-7	-5	0
Cc1occc1-c1nnc(SCC(=O)N2CC(=O)Nc3ccccc32)n1CC(C)C	·	·	0	4	0	·	·	-4
C[C@@H]1CN([C@H](C)CO)C(=O)c2cc(C#CC3CCCCC3)cnc2O[C@@H]1CN(C)C(=O)c1ccncc1	1	1	-1	-7	-27	-11	5	5
CC(=O)Nc1cccc(NC(=S)Nc2cccc3ccccc23)c1	-67	-6	0	·	-44	·	6	·
CS(=O)(=O)c1ccc(Nc2nc(C(N)Cc3ccc(F)cc3)cs2)cc1 (centres undefined)	21	-2	3	·	22	12	-3	5
Cc1ccccc1OCCC(=O)OCC(=O)NC(=O)c1ccccc1	-7	0	3	-1	-16	-4	10	13
COc1ccc(OCc2cc(-c3ccc(Cl)cc3)no2)cc1	1	-2	-3	0	-19	46	1	10
CCCC(=O)c1cc2c(cc1NC(=O)CC)OCCO2	-11	3	6	·	-6	-11	-1	0
COc1ccccc1NC(=O)N1C[C@H](O)COC[C@H]2O[C@@H](CC(=O)NCCc3ccncc3)CC[C@@H]21	5	0	2	-2	-12	6	4	8
COC(=O)C1=C(SC)N(c2ccc(OC)cc2)C(c2ccccc2)CC1=O (centres undefined)	-8	4	7	·	18	-2	3	6
Cc1cccc(-n2c(=O)c3c4c(sc3n3c(=S)[nH]nc23)CCC4)c1	11	-2	·	3	-4	11	5	0
C/C(=N\NC(=O)Cn1ccc(C(F)(F)F)n1)c1ccco1	-25	4	·	·	-19	0	-18	-14
C=CCC(O)c1c(-c2ccccc2)nn(C)c1Cl (centres undefined)	·	1	·	4	12	2	-1	2
COc1ccccc1CC(=O)N1CCN(c2cccc(Cl)c2)CC1	14	-2	0	0	4	13	-5	2
CC(C)CCN1CCC(Cc2ccccc2)(NC(=O)c2ccccc2)C1=O (centres undefined)	-13	0	0	-7	-2	1	19	2
CCCCN1C(=O)C(=O)N(CC(=O)c2cc(C)n(-c3cc(C)on3)c2C)C1=O	-4	2	·	-5	1	5	-1	1
COc1ccc(N(C)C(=O)C2CCCN2S(=O)(=O)c2cccc3nsnc23)cc1 (centres undefined)	-4	-1	0	-1	-4	-4	-1	0
COC(=O)C1=C(C)N(C)C(=NCc2ccc3c(c2)OCO3)NC1c1ccccc1 (centres undefined)	-5	1	·	·	2	-7	-10	-3
COc1ccc(NC2=CC(c3ccc(OC)cc3)N(c3ccc(OC)cc3)C2=O)cc1 (centres undefined)	-14	0	·	·	-44	3	-1	-2
Cc1ccc(NC(=O)Cc2c(F)cccc2Cl)cc1S(=O)(=O)N1CCOCC1	7	0	1	-14	·	3	-4	-1
CCn1c(SCC(=O)NC(C)(C)C)nnc1-c1ccncc1	14	-5	·	-15	-11	0	-1	-23
O=C(C[C@@H]1CC[C@H]2[C@@H](COC[C@@H](O)CN2C(=O)c2ccccc2F)O1)N1CCCCC1	-10	4	-4	3	-8	-8	6	-1

Arranged by count of non-hydrogen atoms (highest first): some entries from above
SMILES	LGR2 inh	ERAP1 inh	PglD inh	PGC1a acetyl inh	PAX8 inh HTS	EWS-Fli inh	S100A4 inh HTS	FN deposit inh
CS(=O)(=O)c1ccc(Nc2nc(C(N)Cc3ccc(F)cc3)cs2)cc1 (centres undefined)	21	-2	3	·	22	12	-3	5
COc1ccccc1CC(=O)N1CCN(c2cccc(Cl)c2)CC1	14	-2	0	0	4	13	-5	2
COc1ccc(OCc2cc(-c3ccc(Cl)cc3)no2)cc1	1	-2	-3	0	-19	46	1	10

Following part:
SMILES	LGR2 inh	ERAP1 inh	PglD inh	PGC1a acetyl inh	PAX8 inh HTS	EWS-Fli inh	S100A4 inh HTS	FN deposit inh
Cc1ccc(C(O)c2ccncc2)cc1 (centres undefined)	1	5	·	·	·	-7	-6	·
CN1CCN(c2nc(-c3ccc(Cl)cc3)cc(=O)[nH]2)CC1	-2	3	6	4	37	-4	0	-1
C[C@H]1CN([C@@H](C)CO)C(=O)c2cccc(NC(=O)Nc3ccc(F)cc3)c2O[C@H]1CN(C)C(=O)Nc1ccc(C(F)(F)F)cc1	7	6	3	11	80*	7	14	-8
O=C(NCCc1ccccc1)C1CCN(c2nc3ccccc3o2)CC1	5	-2	·	0	·	3	-3	·
CC1CC(C)CN(C(=O)c2cccc(S(=O)(=O)N3c4ccccc4CC3C)c2)C1 (centres undefined)	20	1	-5	1	3	27	-4	-5
CC(C)CNC(=S)Nc1ccc(F)cc1	15	0	·	·	-4	87*	1	·
Nn1cnnc1SCC(=O)Nc1ccc2c(c1)OCCO2	-18	-1	-1	-7	·	·	-4	·
CC1CCN(c2ccc(NC(=O)c3ccc(Br)o3)cc2)CC1	-68	-1	-3	9	-270	·	-20	-3
COC(=O)C1SCC2C(=O)N(Cc3ccc(Cl)c(Cl)c3)CC(=O)N21 (centres undefined)	·	-1	2	2	7	-1	-1	-9
C/C(=N/NC(=O)CN1CCN(Cc2ccccc2Cl)CC1)c1cccnc1	6	-3	1	26	10	0	-5	7
COc1ccccc1NC(=O)N[C@H]1CC[C@H](CCn2cc(-c3ccccc3OC)nn2)O[C@@H]1CO	·	3	1	17	-31	19	39	8
CS(=O)(=O)N1CC2(C1)[C@@H](c1ccccc1)[C@@H](CO)N2CCC(F)(F)F	-14	0	·	2	0	-19	3	·
Cc1cccc(/C=N/NC(=O)c2ccc(NC(=O)c3cccc(Cl)c3)cc2)n1	3	4	-1	-11	2	24	-2	0
Cc1ccccc1OCC(O)CN1CCN(CC(O)COc2ccccc2C)C(C)C1 (centres undefined)	3	-2	2	-3	1	6	-1	2
O=S(=O)(/C=C/c1ccccc1)N1CCNCC1	4	1	1	-2	-19	-4	2	4
CNC(=O)C[C@H]1CC[C@@H]2[C@H](COc3ccc(NC(=O)Nc4c(C)noc4C)cc3C(=O)N2C)O1	6	·	-1	2	-1	-6	·	-8
O=c1cc(C(F)(F)F)nc(-c2ccccc2OC(F)(F)F)[nH]1	1	·	0	2	17	6	5	1
CCN=C1S/C(=C/c2ccc(-c3ccc(Cl)cc3C(=O)O)o2)C(=O)N1CC	-5	-11	·	·	1	4	14	0
CCn1c(SCC(=O)c2ccccc2)nnc1-c1cccnc1	0	-2	·	·	-2	-15	-1	5
CC(C)C#Cc1ccc2c(c1)O[C@@H](CN(C)S(C)(=O)=O)[C@@H](C)CN([C@H](C)CO)S2(=O)=O	11	2	-2	-7	·	6	5	6
O=C(NCc1ccco1)/C(=C/c1ccc(F)cc1)NC(=O)c1ccccc1	5	2	4	·	-2	5	8	4
O=C(Oc1ccccc1C(=S)N1CCOCC1)c1ccccc1	8	-1	0	0	-12	-18	-3	2
CCCN(CCO)Cc1cccc(Cl)c1	2	4	2	0	·	2	-2	·
CO[C@@H]1CN(C)C(=O)c2ccc(NC(C)=O)cc2OC[C@H](C)N(C(=O)c2cccnc2)C[C@H]1C	-9	1	-1	0	·	-2	7	-1
N#C[C@@H]1[C@@H](c2ccccc2C2=CCCC2)[C@H](CO)N1C(=O)NC1CCCC1	-12	3	·	-9	·	-10	2	2
New compounds follow.
SMILES	LGR2 inh	ERAP1 inh	PglD inh	PGC1a acetyl inh	PAX8 inh HTS	EWS-Fli inh	S100A4 inh HTS	FN deposit inh
Cc1nc(Nc2ccncc2)c2oc3ccccc3c2n1	9	1	·	18	·	-5	-3	·
CCCN(C)C[C@H]1Oc2cc(C#Cc3ccccn3)ccc2S(=O)(=O)N([C@@H](C)CO)C[C@H]1C	15	2	5	-27	·	4	1	-14
Cc1ccc2nc(CCc3nc4ccc(C)cc4[nH]3)[nH]c2c1	28	1	1	-10	-2	-8	-1	-2
Cc1c(OCC(=O)NCC(O)c2ccccc2)ccc2c(-c3ccccc3)cc(=O)oc12 (centres undefined)	1	1	-3	-14	·	18	1	·
CCC(=O)N(C)C[C@@H]1Oc2cc(-c3cncnc3)ccc2S(=O)(=O)N([C@@H](C)CO)C[C@H]1C	3	5	-1	0	·	-23	-33	4
Cc1noc(C)c1S(=O)(=O)Nc1ccc2c(c1)C(=O)N([C@@H](C)CO)C[C@H](C)[C@H](CN(C)S(=O)(=O)c1ccccc1)OCCCC[C@H](C)O2	-5	2	3	9	-17	1	-10	-1
Cc1ccc(C(O)(C(=O)NN(C(=O)c2ccccc2)c2ccccc2)c2ccc(C)cc2)cc1	·	-4	·	·	13	15	-5	10
CC(=O)Nc1ccc(-c2ccnc3c2CC(C)(C(=O)NCc2cccc(Cl)c2)O3)cc1 (centres undefined)	14	2	0	-3	7	11	0	16
CCOc1cc(-c2nc(C)c(C(C)=O)n2O)ccc1OCC(=O)Nc1ccc(F)cc1	-4	0	·	-20	10	14	-3	-1
Cc1ccc(C)c2[nH]c(=O)c(CCNC(=O)c3ccc(S(=O)(=O)N(C)C)cc3)cc12	-6	5	-6	-19	-4	-9	-3	-6
O=C(COC(=O)c1ccccc1Nc1ccccc1F)c1ccccc1	·	1	·	·	-7	-2	1	2
CN(C)C(=O)[C@@H]1[C@@H](CO)[C@@H]2Cn3c(ccc(-c4ccncc4)c3=O)[C@H]1N2CC1CC1	-2	3	-2	·	·	1	12	·
CO[C@H]1CN(C)C(=O)c2ccc(NS(=O)(=O)c3ccc(Oc4ccccc4)cc3)cc2OC[C@H](C)NC[C@@H]1C	6	3	·	8	·	-2	-19	-10
CC1CCC2(CC1)NC(=O)N(CC(=O)NCc1cccs1)C2=O (centres undefined)	7	0	·	·	-4	-3	3	-4
Cc1cccc(NC2CNC(=O)NC2=O)c1 (centres undefined)	5	-2	2	-10	-5	-10	-3	-3
COc1cc(C2CC(c3cccnc3)=NN2c2ccc(F)cc2)cc(OC)c1OC (centres undefined)	-7	-14	·	·	11	11	-1	9
Cc1c(C)n(CCc2ccccc2)c2ncnc(NN)c12	-13	-4	-4	-22	10	-1	0	3
C[C@@H]1CCCCO[C@@H](CN(C)CC2CCCCC2)[C@@H](C)CN([C@@H](C)CO)C(=O)c2cc(NC(=O)NC3CCCCC3)ccc2O1	3	·	3	11	8	-6	·	6
CCOC(=O)CCN	·	-2	-4	-5	-20	-4	2	3
N#C/C(=C\c1c[nH]c2ccccc12)C(=O)Nc1ncc(Cc2ccc(Cl)cc2Cl)s1	·	-2	·	·	-1	-3	-5	2

Screening data (PubChem BioAssay)

No enrichment for hits; 2.1% or so of the library scored in one or more.
